# AddAB inh: less growth of phage-infected E. coli with AddAB | E. coli expressing H. pylori AddAB, absorbance growth | inhibition, % at 11.9 µM | actives 0.29% (n = 330,000) | AID 435030; in the data active = inhibition above about 12%;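 also: 0% = vehicle wells of infected cells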
# PfHsp90 yeast 2: growth inhibition of yeast expressing Plasmodium Hsp90 | S. cerevisiae expressing PfHsp90, BacTiter-Glo ATP, 48 h; yeast lacking PDR1 and PDR3 efflux regulators | actives 0.32% (n = 310,000) | AID 504621 | inhibition, % at 9.4 µM;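 active = every replicate shows inhibition above about 80%, whatever the replicate mean, limit read from the data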;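 also: 0% = DMSO neutral controls and 100% = 20 µM radicicol positive controls; yeast relying on Plasmodium falciparum Hsp90 in place of its own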
# Rtt109 HAT inh: inhibitors of Candida albicans Rtt109/Vps75 histone acetyltransferase; Q5AAJ8; purified Rtt109/Vps75, ThioGlo CoA-SH fluorescence, 4 h; inhibition, % at 34.9 µM; actives 0.16% (n = 330,000);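 active = inhibition of at least 50% in every replicate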
# Target sequence (Q5AAJ8 whole entry, looked up): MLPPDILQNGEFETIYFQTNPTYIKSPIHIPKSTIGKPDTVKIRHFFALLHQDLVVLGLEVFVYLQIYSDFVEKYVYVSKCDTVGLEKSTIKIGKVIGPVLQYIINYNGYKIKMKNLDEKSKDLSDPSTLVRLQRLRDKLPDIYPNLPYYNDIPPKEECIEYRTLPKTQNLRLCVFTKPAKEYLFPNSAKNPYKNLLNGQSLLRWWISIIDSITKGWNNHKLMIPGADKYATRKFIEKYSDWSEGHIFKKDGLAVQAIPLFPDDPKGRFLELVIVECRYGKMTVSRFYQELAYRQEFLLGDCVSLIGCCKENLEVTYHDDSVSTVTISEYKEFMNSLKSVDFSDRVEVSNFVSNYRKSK
# Tat transport: inhibitors of E. coli Tat protein transport. E. coli MC4100 TorA-mCherry Tat export, fluorescence. actives 0.036% (n = 340,000). AID 488895. inhibition, % at 10 µM;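 active = mean replicate inhibition at least 50% and at least half of replicates individually reaching 50%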;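 also: exported cargo escapes ClpAP degradation while cytoplasmic cargo is degraded and loses fluorescence; 0% = median of neutral control wells and 100% = median of NaSCN control wells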
# PvdQ acylase: blocks Pseudomonas aeruginosa PvdQ acylase activity; purified PvdQ acylase, fluorescence plate reader; inhibition, % at 10 µM; actives 0.063% (n = 340,000); in the data active = inhibition above about 30%, passing the limit was not always enough;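 also: 0% = vehicle neutral wells and 100% = reference inhibitor wells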
# CAL PDZ FP: blocks peptide binding to human CAL PDZ domain | Q9HD26 | purified CAL PDZ, TMR-peptide fluorescence polarization, 1 h | inhibition, % at 20 µM | actives 0.02% (n = 330,000) | AID 504414;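 active = highest replicate inhibition of at least 40%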;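 also: plate controls were DMSO neutral control wells for no effect and unlabeled competitor peptide control wells for full effect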
#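 Material – purified CerCALP PDZ construct · Detection – FP readout, S and P plane fluorescence · Measure – percent inhibition from loss of millipolarization · Controls – unlabelled peptide for full inhibition, DMSO wells as neutral · Probe or stimulus – TMR-labelled reporter peptide T*-PRC34 bound in PDZ groove · Times – 1 h at RT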
# Ecoli viability: reduces bacterial viability in AddAB counter-screen; E. coli V3065 growth, OD600 absorbance, 18 h; inhibition, % at 11.9 µM; actives 0.27% (n = 330,000); AID 449728;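 active = inhibition above the campaign's mean inhibition across all tested compounds plus 3 SD, cut at about 9.9% in these data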;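 also: uninfected addAB+ strain grown without phage in ampicillin broth; 0% = DMSO wells and 100% = ciprofloxacin 0.95 µg/ml wells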
# phage Ecoli inh: E. coli growth loss with phage present; growth absorbance; actives 0.26% (n = 360,000); inhibition, % at 11.9 µM; in the data active = inhibition above about 11%
# Wnt act: Wnt/beta-catenin pathway activation | Wnt/beta-catenin reporter cell assay, activator, plate reader | activation, % at 9.35 µM | actives 1.2% (n = 300,000) | AID 743398; in the data active = activation above about 30%, passing the limit was not always enough;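 also: 0% = neutral control wells and 100% = positive control wells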
# DAGLB inhibitor: diacylglycerol lipase beta (human) inhibition; Q8NCG7; HEK293T DAGLB membrane lysate, EnzChek fluorogenic substrate; inhibition, % at 5.17 µM; actives 0.059% (n = 340,000); in the data active = inhibition above about 34%;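 also: 0% = enzyme with vehicle and 100% = wells lacking enzyme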
# Target sequence (Q8NCG7 whole entry, looked up): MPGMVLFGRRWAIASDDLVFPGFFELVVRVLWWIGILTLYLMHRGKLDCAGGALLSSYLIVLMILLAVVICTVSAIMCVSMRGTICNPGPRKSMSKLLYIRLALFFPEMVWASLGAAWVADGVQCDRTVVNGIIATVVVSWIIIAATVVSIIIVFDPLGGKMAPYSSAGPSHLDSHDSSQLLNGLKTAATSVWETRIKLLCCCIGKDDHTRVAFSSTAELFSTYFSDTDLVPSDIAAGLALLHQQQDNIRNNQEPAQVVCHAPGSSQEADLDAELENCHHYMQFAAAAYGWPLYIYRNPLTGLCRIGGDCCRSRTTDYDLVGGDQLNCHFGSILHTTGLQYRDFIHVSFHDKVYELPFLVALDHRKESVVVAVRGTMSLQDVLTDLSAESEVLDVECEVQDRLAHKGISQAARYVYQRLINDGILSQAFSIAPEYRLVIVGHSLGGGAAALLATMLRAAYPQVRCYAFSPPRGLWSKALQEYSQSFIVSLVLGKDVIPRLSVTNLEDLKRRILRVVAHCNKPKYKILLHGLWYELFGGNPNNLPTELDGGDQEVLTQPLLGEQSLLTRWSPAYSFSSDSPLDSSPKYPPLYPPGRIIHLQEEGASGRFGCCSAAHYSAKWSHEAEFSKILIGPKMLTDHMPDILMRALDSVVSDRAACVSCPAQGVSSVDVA
# The depositor's hits bear a star; . = no result given; & = joins results of further samples.
smiles	Wnt act	Tat transport	PvdQ acylase	DAGLB inhibitor	Ecoli viability	CAL PDZ FP	AddAB inh	Rtt109 HAT inh	phage Ecoli inh	PfHsp90 yeast 2
Cc1ccccc1NC(=O)C(=O)NC(C)CCc1ccccc1 (stereo not given)	-2	-3	-9	-7	1.2	-2.0	3.9	-2	2.9	-2
CC12CC(=O)C3C(CCC4=CC(=O)CCC43C)C1CC=C2CC(=O)O (stereo not given)	-2	-2	-6	0	.	1.1	.	0	1.5	6
COc1ccc(OC)c(Cc2nnc(CCC(=O)NCc3ccc(C)s3)o2)c1	-1	-3	-12	-2	0.3	-0.6	2.2	-4	6.3	9
COc1ccc(OC)c(NC(=O)CN(C)CC(=O)Nc2ccccc2Cl)c1	1	4	-8	-3	-0.5	-0.8	-1.3	1	0.4	2
CC1(C)CC2(CCCN3C(=O)CSC32)CCS1 (stereo not given)	.	14	-2	1	2.2	-0.7	2.1	3	0.8	-5
CCSc1nnc(NC(=O)CSc2nnc(CNC(=O)c3ccc(OC)c(OC)c3)o2)s1	12	-6	10	-2	0.8	-0.1	1.8	8	4.0	1
COc1ccc(CCN2CC(C(=O)Nc3cc(F)ccc3F)CC2=O)cc1OC (stereo not given)	1	1	1	1	-1.9	-1.4	-0.7	-3	-1.0	.
CC1CCN(C(=S)c2ccc(O)cc2)CC1	.	-11	-5	0	-1.4	-0.3	0.0	12	2.5	.
CC(C)(C)c1nnc(N/N=C/c2cc(Br)ccc2O)n(N)c1=O	33*	-20	1	10	3.5	-0.6	12	-33	12*	105*
O=C(CC12CC3CC(CC(C3)C1)C2)NCc1ccco1	0	5	-8	-1	1.1	-1.7	2.4	-10	4.2	1
COC(=O)c1sccc1NC(=O)c1ccoc1C	-4	-3	-4	1	-1.2	-2.9	0.5	-5	-0.2	.
COc1ccccc1Nc1c2c(nc3ccc(N)cc13)CCCC2	-2	-4	-18	4	3.0	-2.0	-1.3	4	6.0	-1
Cc1ccc(C)c(NC(=S)/C(=C(\[O-])c2ccc(Cl)s2)[n+]2ccccc2)c1	1	-4	-10	1	0.5	-0.6	1.2	22	6.2	-18
Cc1c(NC(=O)c2ccc(C(C)(C)C)cc2)cccc1[N+](=O)[O-]	5	14	-16	-4	1.1	-0.2	4.9	10	5.2	15
CSc1oc(-c2ccc(F)cc2)nc1S(=O)(=O)c1ccccc1	-3	6	-4	-6	-0.1	-3.2	0.9	-12	2.5	3
CCOC(=O)c1c(NC(=O)/C=C/c2ccc3c(c2)OCO3)sc(C)c1CC	-3	-11	-12	-8	-0.3	0.0	2.4	2	2.5	-12
CC(Oc1ccccc1)C(=O)Nc1cccc(F)c1 (stereo not given)	-4	-5	0	-2	-1.0	-0.2	0.0	15	3.2	0
CCc1c(C2(O)CCCCC2)[nH]c2c(C(=O)OC)cc(Cl)cc12	-5	10	-5	-22	0.7	-0.7	4.7	-11	2.9	-15
CS(=O)(=O)N1CCc2cc(C(=O)Nc3ccc(COCC(F)(F)F)cc3)ccc21	-2	-2	-17	-1	-0.2	-0.7	-1.2	1	3.2	2
Cc1ccc(C(=O)Nc2cnc3ccccn3c2=O)cc1	-5	-5	-3	-1	-1.4	-0.6	0.7	5	1.6	11
COc1ccc(-n2cnc(=S)[nH]c2=S)cc1	15	-4	-16	-1	.	-0.8	.	2	2.8	-21
CC(C)Oc1ccc(S(=O)(=O)N2CCOCC2)cc1NC(=O)C1COc2ccccc2O1 (stereo not given)	-2	1	-16	-3	-2.2	-1.0	-0.6	2	2.4	-11
O=[N+]([O-])c1cccc(S(=O)(=O)N2CCN(S(=O)(=O)N3CCCCCC3)CC2)c1	-2	1	-3	-2	-0.9	0.7	-0.2	-2	0.1	13
Cc1ccccc1C(OCCN(C)C)C1CCCCC1 (stereo not given)	.	23	-6	3	-0.3	-2.8	2.4	-7	0.1	-19
Cc1cc(NC(=O)C2CCN(C(=O)c3ccco3)CC2)ccc1Br	2	0	-6	-2	4.3	-2.9	5.9	-2	7.1	3
O=C1C=C(O)C(n2cncn2)C(c2ccc3c(c2)OCO3)C1 (stereo not given)	-1	-4	0	1	-2.6	-0.5	4.0	7	1.4	13
C=CCN(CC=C)C(=O)CN1C(=O)NC(Cc2c[nH]c3ccccc23)C1=O (stereo not given)	0	-3	6	0	-0.7	-2.1	-1.2	-5	0.2	17
CC(=O)Nc1ccc(C(=O)COC(=O)C2CC2)c(F)c1	38*	3	8	-1	.	0.9	.	9	5.3	.
COc1ccc(C)cc1-n1nnnc1SCc1cn2ccsc2n1	1	-7	-14	0	0.0	-0.3	2.1	10	0.8	-23
Cc1cccc(Cc2ncc(C(F)(F)F)cc2Cl)c1	3	-6	6	1	-1.4	-1.2	0.8	-9	3.1	16

# Reprinted at random: 3 records from the list.
smiles	Wnt act	Tat transport	PvdQ acylase	DAGLB inhibitor	Ecoli viability	CAL PDZ FP	AddAB inh	Rtt109 HAT inh	phage Ecoli inh	PfHsp90 yeast 2
COC(=O)c1sccc1NC(=O)c1ccoc1C	-4	-3	-4	1	-1.2	-2.9	0.5	-5	-0.2	.
COc1ccc(CCN2CC(C(=O)Nc3cc(F)ccc3F)CC2=O)cc1OC (stereo not given)	1	1	1	1	-1.9	-1.4	-0.7	-3	-1.0	.
CC12CC(=O)C3C(CCC4=CC(=O)CCC43C)C1CC=C2CC(=O)O (stereo not given)	-2	-2	-6	0	.	1.1	.	0	1.5	6

# Carrying on.
smiles	Wnt act	Tat transport	PvdQ acylase	DAGLB inhibitor	Ecoli viability	CAL PDZ FP	AddAB inh	Rtt109 HAT inh	phage Ecoli inh	PfHsp90 yeast 2
CCCCN(CCCC)Cc1ccc(C(=O)NNC(=O)Nc2ccc(F)cc2)o1	-1	2	0	-1	1.9	-2.2	0.6	7	3.4	-19
Cc1nc(SCC(=O)NCC2CCCO2)[nH]c(=O)c1C (stereo not given)	2	-6	8	-3	1.9	0.4	3.6	13	3.7	3
CCc1ccc(C2C(C(C)=O)=C(C(=O)OC)Nc3nnnn32)cc1 (stereo not given)	.	-2	8	2	-2.3	-0.9	-0.5	31	0.5	0
CCCSCCCNC(=O)Cn1cc2c(n1)CCCCC2	-3	8	-6	-1	1.7	0.0	4.6	-15	-1.2	-3
COc1cc(C)c(N)cc1C(C)C	.	0	6	1	-3.0	-1.2	1.9	-5	-0.5	18
Cn1c(CCN2CCCCC2)nc2cc(NC(=O)COc3ccccc3)ccc21	-3	16	-18	0	0.1	-1.9	2.4	-10	2.1	8
CCN(CC(=O)NCc1cccs1)C(=O)c1ccc(-c2ccc(F)cc2)o1	7	-2	-15	-2	1.1	-1.4	0.3	-3	-0.5	13
CCOC(OCC)P(=O)(c1ccccc1)c1ccccc1	1	8	-6	0	0.8	-0.2	0.2	2	1.2	12
O=C(Cn1ncn2c(cc3ccccc32)c1=O)NCc1ccco1	.	-1	-19	3	-0.6	0.5	1.3	-2	1.3	-1
Cc1ccc(OC(C)C(=O)N=Nc2c(O)[nH]c3ccc([N+](=O)[O-])cc23)cc1 (stereo not given)	6	5	-4	3	-1.4	-1.1	-1.2	.	2.9	18
O=S(=O)(Nc1cc(Cl)ccc1N1CCOCC1)c1ccccc1Cl	-2	-8	-2	0	-2.8	-1.1	0.8	-2	3.8	8
CCn1cc(C(=O)NCCCN2CCC(C)CC2)c(=O)c2cc(S(=O)(=O)N3CCOCC3)ccc21	-3	0	2	-2	-0.9	-0.9	-1.3	7	-3.7	7
CCC(CO)Oc1cc(NCc2ccccc2Cl)c2ncn(C(C)C)c2c1 (stereo not given)	-4	-6	0	-2	-0.4	0.5	3.0	7	0.3	3
COc1ccc2cc3cc(C(=O)NCCN4CCN(Cc5ccccc5)CC4)oc3nc2c1	2&2	-5	-19	-2	-2.4	-1.1	1.0	-11	-0.3	-9
COc1cc2c(cc1OC)[C@H](C)N(C(=O)CSc1nc(O)c(C(C)C)c(=O)[nH]1)CC2	-1	4	-8	-3	0.2	-0.5	2.5	18	1.3	-54
C=CCOc1nc(-c2ccncc2)nc2ccccc12	.	4	10	-2	0.5	.	2.7	-9	0.7	16
Nc1ccc(Oc2ccc3c(c2)C(=O)NC3=O)cc1	1	2	-3	0	-2.5	-0.2	-2.6	4	-0.2	-10
CCc1ccc(NC(=O)C(=O)NNC(=O)c2cccc(OC)c2)cc1	2	8	-16	6	-2.4	-2.5	0.8	1	-2.1	-6
CCCc1cc(=O)[nH]c(SC(C)C(=O)Nc2ccc3c(c2)OCCO3)n1 (stereo not given)	-2	0	-9	1	1.2	-0.7	2.5	0	0.0	4
O=C(Nc1nccs1)[C@@H]1CCCN1C(=O)c1cccs1	0	2	-11	2	0.2	-0.8	5.8	-17	3.2	-31
Clc1cccc(-c2ccc3ncnc(NCc4cccnc4)c3c2)c1	2	5	0	-3	1.8	-4.1	2.8	-4	1.3	10
CCc1ccc(NC(=O)C(C)Nc2ccc(S(=O)(=O)NC(C)=O)cc2)cc1 (stereo not given)	.	-2	-15	1	-3.7	-1.9	-0.9	-7	2.2	-6
CCOC(=O)N1CCN(C(=O)CNC(=O)c2nn(-c3ccc(OC)cc3)c(=O)c3ccccc23)CC1	13	0	-9	0	0.2	-1.1	-0.6	-12	0.0	-11
Cc1c(CC(=O)O)c(=O)oc2c(C)c(OCc3ccccc3Br)ccc12	-2	-4	0	3	-5.7	.	-1.7	0	1.5	-17
CCC(C)(C)C1CCc2c(sc(NC(=O)c3ccccc3C(=O)O)c2C#N)C1 (stereo not given)	1	10	1	17	2.8	-1.2	5.4	11	-1.9	-26
CC(C)(C)c1ccc(N2C(=O)CC(C/C=C/c3ccccc3)C2=O)cc1 (stereo not given)	4	-1	1	-4	0.8	-0.2	1.2	-1	2.2	-12
Cn1cccc1Cc1nnc(SCC(=O)NCC2CCCO2)n1CCc1ccccc1 (stereo not given)	.	5	-8	1	0.7	-1.6	4.7	9	1.6	6
FC(F)(F)c1ccc(Cl)c(NC(=S)N/N=C/c2ccccc2Cl)c1	-2	.	.	.	1.1	.	-0.3	.	5.6	.
Cc1cccc(OCc2nnc(N)s2)c1	.	2	-8	-2	-0.2	-2.2	0.1	-6	-0.2	.
COc1cc(C2CC(=O)OC3=C2C(=O)CC(C)(C)C3)cc(OC)c1OC (stereo not given)	1	-2	-14	1	2.1	0.7	2.2	-2	0.1	.
CCOC(=O)CN1C(=O)C(O)(C2CCc3ccccc3C2=O)c2ccccc21 (stereo not given)	.	-2	-9	-4	0.1	-0.5	3.1	-2	1.6	16
O=C1CCCN1CN(C(=O)c1ccc2c(c1)OCO2)c1cccc(Cl)c1	.	-2	7	-1	-0.1	-0.9	-1.4	-8	-0.8	-7
CCCCNC(=S)N1CCN(CC)CC1	-3	-8	-13	-1	2.5	-2.5	1.1	-3	3.1	25
O=C(O)C(Cc1ccccc1)N1C(=O)/C(=C/C=C/c2ccco2)SC1=S (stereo not given)	0	3	-12	11	.	-1.4	.	-3	2.6	-55
CCCc1cc2c(cc1NC(=O)c1ccc(Br)cc1)OCO2	.	2	2	-3	5.6	-0.2	2.4	-3	2.8	3
Oc1c(CN2CCCCC2)ccc2cccnc12	-3	-1	12	8	.	0.0	.	5	4.2	-6
